pAkt inh: Akt phosphorylation inhibition; Neuro2A IGF-stimulated pAkt S473 HTRF, 20 min; stronger effect = lower value; activity change, % for hits at 50 µM; actives 0.32% (n = 360,000); in the data active = activity change below about -80%; inconclusive = mostly about -51% to -80%; also: % is scaled to controls: 0 for no effect and ±100 for the full control effect
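Neuro2A cells (4,500/well, DMEM with 0.5% FBS) were treated with compound at a single 50 µM final concentration, stimulated with 6 nM IGF for 20 min at 37 °C, and lysed. Phospho-Akt Ser473 was read by HTRF as 665/615 ratio ×10^4.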
Mm-Cpn inhibitor: M. maripaludis TRiC chaperonin inhibition; purified Mm-Cpn ATPase, ADP Transcreener TR-FRET; Potency, µM (doses to about 76.9 µM), inactives show top-dose activity, negative = inhibition, usual class: inhibitors; actives 0.031% (n = 330,000); AID 504842; also: potency is read from the fitted curve at half-maximal effect; % is scaled to controls: 0 for no effect and ±100 for the full control effect; nearly all actives have a fitted effect of over 80% in size
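Purified archaeal chaperonin (25 nM final) was preincubated with compound for 10 min at 37°C, then ATP (10 uM final) was added for 30 min at 37°C in Tris pH 7.4/KCl/MgCl2/DTT buffer. ADP was quantified by HTRF Transcreener TR-FRET.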
Nrf2 inh: blocks Nrf2 signaling. Potency, µM (titrated, usually from 46 µM), for inactives: at the top dose activity change, negative = inhibition, hits mostly inhibitors. A549 ARE-Fluc reporter, luciferase luminescence, 18-24 h. actives 2.1% (n = 360,000). AID 504444; also: potency is read from the fitted curve at half-maximal effect; % is scaled to controls: 0 for no effect and ±100 for the full control effect; nearly all actives have a fitted effect of over 60% in size
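Nrf2 activity is the BugLite luminescence, read 15 min after reagent at room temperature, following CellTiter-Fluor cytotoxicity readout (30 min, 37C). Compound titrations were applied for 18-24 h to 5000 A549 ARE_Fluc cells/well in 5% FBS OPTI-MEM.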
CCT chaperon mod: changes cytosolic chaperonin activity; purified chaperonin ATPase assay, HTRF ADP detection, 30 min; activity change, % (no concentration beside the values), hits read low; actives 0.3% (n = 360,000); AID 651819; in the data active = activity change below about -30%; also: % is scaled to controls: 0 for no effect and ±100 for the full control effect
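TRiC at 40 or 20 nM final (batch-dependent) in 30 mM Tris pH 7.4, 100 mM KCl, 5 mM MgCl2, 1 mM DTT, with compound at single 76 uM and 10 uM ATP, 30 min at 37 deg C. ADP detected by HTRF Transcreener, 665/615 ratio.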
A549 tox: A549 cytotoxicity, counter-screen for Nrf2 inhibitors; actives 0.16% (n = 390,000); Potency, µM (titrated, usually from 46 µM), inactives show at the top dose activity change, negative = cytotoxicity, actives largely listed as inhibitors; AID 504648; A549 ARE-Fluc cells, CellTiter-Fluor viability, 18-24 h; also: potency is read from the fitted curve at half-maximal effect; % is scaled to controls: 0 for no effect and ±100 for the full control effect
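A549 ARE_Fluc cells in 5% FBS OPTI-MEM were exposed to compounds in concentration-response for 18-24 h at 37 deg C. Viability was read by CellTiter-Fluor fluorescence (Ex 405/Em 525) after 30 min, before the luciferase read.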
Abeta rescue: compounds reversing amyloid beta toxicity in yeast; yeast expressing A-beta42, growth rescue, OD600, 48 h; response scale: 0% DMSO, 100% iron-clioquinol control; Potency, µM (top dose mostly 46.1 µM), without a hit: at the highest dose growth rescue, most hits filed as activators; actives 0.063% (n = 410,000); also: potency is read from the fitted curve at half-maximal effect; nearly all actives have a fitted effect of over 55% in size
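Yeast A-beta toxicity model in growth medium with pinned compounds, 48 h at 30 C; growth read as absorbance at 600 nm. Normalized to FeCl3/clioquinol equimolar mix (positive) and DMSO (negative).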
TGFb inhibitor: inhibitors of TGF-b signaling; HepG2 CAGA-GFP TGF-b/SMAD3 reporter, GFP fluorescence, 18 h; TGF-beta stimulated, 500 pg/mL final; Potency, µM (doses to about 46.1 µM), for the others: top-dose activity, negative = inhibition, most hits filed as inhibitors; actives 1.2% (n = 410,000); also: potency is read from the fitted curve at half-maximal effect; % is scaled to controls: 0 for no effect and ±100 for the full control effect; nearly all actives have a fitted effect of over 65% in size
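Cell-based qHTS in HEPG2 carrying a CAGA-GFP Smad reporter; compounds added before 500 pg/mL final TGF-beta, 18 h incubation at 37 degrees C, GFP fluorescence quantified per cell by imaging cytometry.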
HepG2 tox: kills HepG2 cells in TGF-b inhibitor counter-screen; HepG2 CAGA-GFP viability, ATP luminescence, 18 h; Potency, µM (top dose mostly 46.1 µM), inactives show at the top dose activity change, negative = cytotoxicity, actives largely listed as cytotoxic; actives 0.76% (n = 410,000); AID 588856; also: potency is read from the fitted curve at half-maximal effect; some results filed as inactive show a strong effect at the top dose
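CellTiter-Glo luminescence gave cytotoxicity after 18 hours at 37 degrees C. The cells were HepG2 CAGA-GFP in 1% FBS DMEM, stimulated with 500 pg/mL TGF-beta after compound addition. %Activity was normalised to no-cell wells (complete cell-killing) and DMSO (no toxicity), and curves were fitted and classified.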
Nrf2 activator: activates Nrf2 signaling | AREc32 ARE-luciferase reporter (MCF7-derived line), luminescence, 24 h | Potency, µM (highest dose often 46.1 µM), inactives show at the top dose activation, usual class: activators | actives 0.31% (n = 410,000) | AID 624171; also: potency is read from the fitted curve at half-maximal effect; % of control where 0% means no effect; nearly all actives have a fitted effect of over 65% in size
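AREc32_Fluc, 1000 cells/well, OPTI-MEM + 5% FBS, o/n 37 deg C 5% CO2; 23 nL cpd by pin tool, 24 hr; Steady-Glo 30 min RT, luminescence.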
* marks the source's active call; other numbers are inactive results; i = inactive; ? = inconclusive; . = not tested or not shown; [ ] = dose if it differs, or a comment. Unless noted, calls follow the shape of the dose curve; as a rule, active = well fitted curve in the direction sought with a large enough effect; inconclusive = small, poorly fitted or top-dose-only effect, or another doubt; inactive = no such curve, though single readings can be large; an effect the other way counts as inactive or inconclusive.

SMILES | pAkt inh | Mm-Cpn inhibitor | Nrf2 inh | CCT chaperon mod | A549 tox | Abeta rescue | TGFb inhibitor | HepG2 tox | Nrf2 activator
COC(=O)CCCC1=CC2=CC(=O)C(C)(OC(=O)c3cccs3)C(=O)C2=CN1C1CCCCC1 (centres undefined) | i | -4% | 4% | 0.1 | -8% | -7% | 1% | 9% | 2.6%
CCc1ccccc1NC(=O)C(=O)NCC(c1cccnc1)N1CCN(c2ccccc2F)CC1 (centres undefined) | . | . | 23% | . | 0% | 0% | -4% | -9% | 0.0%
COc1ccc(-c2csc(-n3ncc(-c4cccs4)c3N)n2)cc1 | i | -5% | -18% | -3.5 | -16% | -4% | 1% | -5% | 2.4%
CC(=O)c1sc(NC(=O)C2CCCN2S(=O)(=O)c2ccccc2F)nc1C (centres undefined) | i | -2% | 4% | -1.0 | -8% | -5% | -1% | 2% | 0.4%
O=C(CN1CCOCC1)Nc1ccc(NC(=O)c2ccccc2F)cc1 | i | 0% | ? | -0.7 | 0% | -2% | 4% | -2% | 0.0%
O=C(CSCc1ccccc1Br)NNC(=S)NCc1ccco1 | i | 1% | -8% | -3.3 | -10% | -8% | -24% | -19% | 0.3%
Cc1ccsc1/C=N/NC(=O)CSCc1ccc(Cl)cc1 | i | 0% | -24% | -4.7 | -3% | 21% | ? | 4% | -0.5%
COC(=O)CSc1nc(NCC(C)C)nc(N2CCOCC2)n1 | i | -1% | -12% | -1.1 | 10% | -8% | ? | -33% | -0.5%
Cc1ccc(-c2csc(N(CCCN3CCOCC3)C(=O)c3ccco3)n2)cc1 | i | -3% | -14% | -2.4 | -1% | 5% | ? | -37% | -0.1%
O=C(CCC(=O)OCC(=O)c1cccc([N+](=O)[O-])c1)Nc1cccc(Cl)c1Cl | i | -3% | 3% | -1.5 | -1% | -2% | 20% | 0% | 0.1%
CC(=O)Nc1cccc(-c2cn3ccccc3n2)c1 | i | -3% | ? | -2.4 | 0% | -30% | -9% | -4% | 2.8%
CC(=O)N1CCN(CC(C)(C)NS(=O)(=O)c2ccc(C)cc2)CC1 | i | 1% | -19% | -1.6 | 2% | 6% | 0% | 2% | 0.0%
COc1ccc(OC)c(NC(=O)Nc2nc(C(N)CCc3ccccc3)cs2)c1 (centres undefined) | i | . | . | 1.3 | . | 5% | ? | 16µM* | -2.8%
CCOc1ccc(NCc2cccn2-c2nnc(N3CCC(C(=O)NCCCN4CCCCC4C)CC3)s2)cc1 (centres undefined) | i | 0% | 2% | -3.6 | 0% | . | -23% | 20µM* | 0.6%
CCOc1ccccc1N(CC(=O)NC1CCCCC1)C(=O)CCC(=O)Nc1nccs1 | i | 1% | 4% | -0.9 | -5% | -9% | -6% | -24% | 0.3%
COC(=O)c1ccc(NC(=O)CN2CCOCC2)cc1 | i | 0% | 12% | -0.8 | -1% | -3% | 0% | 0% | -0.3%
Cc1cc(C)n(C(=O)CCCC(=O)n2nc(C)cc2C)n1 | i | -2% | 10% | -0.6 | -3% | -15% | 14% | -1% | -0.8%
O=S(=O)(c1ccc(Cl)cc1)N1CCN(c2ncccn2)CC1 | i | -1% | -15% | 0.9 | 9% | -5% | 1% | -5% | -0.2%
CCNC(=O)C1CCCN(Cc2cc(C(F)(F)F)ccc2Cl)CC1 (centres undefined) | i | . | . | -0.4 | . | -11% | -7% | -6% | -1.0%
COc1ccc(/C=C/C(=O)Nc2ccc(C)cc2)cc1 | . | . | -9% | . | 1% | -37%[inhibitor] | 2% | -2% | 2.8%
COc1ccc(-n2c(Cc3cccn3C)nnc2SCC(=O)Nc2ccccc2F)cc1 | i | -3% | -7% | -2.8 | 3% | 4% | -3% | -31% | -0.1%
Cc1ccc(C(=O)Nc2ccc(N3CCN(S(C)(=O)=O)CC3)cc2)cc1C | i | -1% | -3% | 1.0 | 1% | -4% | -9% | -14% | 1.6%
C#CCOCCOCCOCCNc1nc(N2CCOCC2)nc(N2CCN(C(=O)[C@H](Cc3cc4ccccc4[nH]3)n3cc([C@@H](N)Cc4ccc(O)cc4)nn3)CC2)n1 | i | . | -10% | 2.5 | -3% | -3% | 23% | 5% | 1.5%
COc1ccccc1S(=O)(=O)Nc1cc(S(=O)(=O)N2CCCCC2)ccc1N1CCOCC1 | i | 0% | 1% | 3.3 | 3% | 6% | 13% | 0% | -0.3%
O=C(NCc1ccccc1Cl)c1ccccc1Oc1ccccc1 | i | -2% | 5% | 0.0 | 14% | -11% | -25% | 4% | 2.1%

Profiles, looked up by structure:
Listed for COC(=O)CSc1nc(NCC(C)C)nc(N2CCOCC2)n1 : pAkt inh = i; Mm-Cpn inhibitor = -1%; Nrf2 inh = -12%; CCT chaperon mod = -1.1; A549 tox = 10%; Abeta rescue = -8%; TGFb inhibitor = ?; HepG2 tox = -33%; Nrf2 activator = -0.5%
Listed for O=C(CCC(=O)OCC(=O)c1cccc([N+](=O)[O-])c1)Nc1cccc(Cl)c1Cl : pAkt inh = i; Mm-Cpn inhibitor = -3%; Nrf2 inh = 3%; CCT chaperon mod = -1.5; A549 tox = -1%; Abeta rescue = -2%; TGFb inhibitor = 20%; HepG2 tox = 0%; Nrf2 activator = 0.1%

(list continues)
SMILES | pAkt inh | Mm-Cpn inhibitor | Nrf2 inh | CCT chaperon mod | A549 tox | Abeta rescue | TGFb inhibitor | HepG2 tox | Nrf2 activator
Cc1cc(NC(=O)c2ccco2)ncc1NC(=O)CCc1ccccc1 | i | 0% | -3% | 0.2 | -5% | 20% | 1% | 6% | 7.6%
CCc1cccc(CC)c1NC(=S)NCC(c1cccnc1)N1CCOCC1 (centres undefined) | i | 2% | 13% | -0.4 | 7% | 20% | -1% | 11% | 3.2%
COc1cc(-c2nc3cccc(C)n3c2Nc2ccc3c(c2)OCCO3)ccc1O | . | . | 2% | . | -4% | 1% | 16% | -31% | ?
COc1cc(C(=O)NCCc2csc(-c3ccc(Cl)cc3)n2)cc(OC)c1OC | . | . | . | . | -1% | -1% | -14% | 8% | -0.5%
O=C(N=C1SC2CS(=O)(=O)CC2N1Cc1ccccc1)C1CCCO1 (centres undefined) | i | -1% | 2% | 0.5 | 2% | -7% | 11% | 2% | 0.3%
O=C(OCc1nnc(-c2ccccc2)o1)c1ccc([N+](=O)[O-])o1 | i | 3% | 3% | -1.0 | 7% | -83%[inhibitor] | -16% | -3% | 4.7%
CCc1ccc(NC(=O)C2CCN(c3c(N4CCCC4)c(=O)c3=O)CC2)cc1 | i | 1% | -18% | 0.8 | 3% | -16% | 17% | -1% | -0.3%
O=C(COC(=O)C1CC(=O)N(c2ccc3c(c2)OCCO3)C1)NC1CCCc2ccccc21 (centres undefined) | i | 0% | 27% | -0.7 | -10% | -13% | 8% | 2% | 0.2%
COC(=O)c1c(NC(NC(=O)c2ccccc2)(C(F)(F)F)C(F)(F)F)sc2c1CCN(C)C2 | i | 1% | ? | -1.7 | -10% | 7% | -1% | 7% | -0.6%
CC(=O)Nc1coc2ccc(Br)cc12 | i | 0% | . | 0.8 | -2% | -27% | 0% | 5% | 5.3%
COc1ccccc1-c1noc(CCC(=O)Nc2cccc(C)c2)n1 | i | 0% | -24% | -4.0 | -7% | 14% | -38% | 0% | 2.6%
O=C(CSc1cn(Cc2ccccc2)c2ccccc12)N1CCOCC1 | i | -1% | ? | 1.1 | 14% | -2% | -9% | -21% | 0.4%
CCOc1ccc(C(=O)Nc2ccc(N3CCN(C(=O)c4ccco4)CC3)cc2)cc1Br | i | . | ? | 1.9 | -1% | 3% | -5% | -27% | 1.6%
CC(=O)c1ccc(NC(=O)C(C)OC(=O)COc2ccc(C#N)cc2)cc1 (centres undefined) | i | 1% | 9% | -0.7 | 1% | 10% | 22% | 0% | 0.1%[9.22 µM]
COc1ccc(C(=O)Nc2cc(-c3nc4ccccc4s3)ccc2OC)cc1 | . | . | ? | . | -17% | -7% | -1% | -6% | 4.2%
OC1CCCN(Cc2nc(Cc3ccccc3Cl)no2)C1 (centres undefined) | i | 3% | 1% | 0.2 | 1% | 3% | -5% | -4% | -0.4%
CN(C)c1nc(Nc2ccccc2)nc(N(C)C)n1 | i | -1% | 12% | 0.0 | 14% | -5% | ? | -12% | 4.0%
O=C(O)CN1CCN(Cc2ccc(F)cc2Cl)C1=O | . | -17% | . | -3.8 | -13% | -4% | -9% | 3% | -0.4%
CC(=O)C(Sc1nn(C)c(=S)s1)C(=O)Nc1ccccc1 (centres undefined) | i | -5% | ? | -1.3 | 0% | 8% | 1% | -12% | ?
CN1CCN(c2ccc(Cl)cc2NC(=O)/C=C/c2ccc(F)cc2)CC1 | i | -2% | 9% | 0.1 | 8% | -5% | ? | -31% | 5.1%
COc1ccc(OC)c(-c2csc(NC(=O)c3ccccc3F)n2)c1 | i | 3% | -15% | 5.2 | 7% | -18% | 28% | 1% | -0.8%
CC1=C(C(=O)N(C)C)CC(CC(=O)NC2CC2)C(=O)N1Cc1ccc(C(C)(C)C)cc1 (centres undefined) | i | . | . | -0.4 | . | -15% | 34% | -1% | -0.8%
O=C(NC(=S)NCC1CCCO1)c1ccc(Cl)cc1Cl (centres undefined) | i | 1% | ? | -1.8 | -1% | 18% | -6% | 7% | 2.1%
CCCCC(=O)NC(=S)Nc1cccc(NC(=O)c2ccco2)c1 | i | 0% | 7% | 1.0 | -1% | 20% | ? | -23% | 10%

Source: PubChem (National Center for Advancing Translational Sciences (NCATS))
